VLA-4 inh: inhibition in a human VLA-4 binding assay; VLA-4 expressing cells, ligand binding flow cytometry; inhibition, % (about 7 µM as worked out from the volumes in the protocol); 330,000 compounds, 0.2% hits; in the data active = inhibition above about 50%
Target sequence (P13612 whole entry, looked up): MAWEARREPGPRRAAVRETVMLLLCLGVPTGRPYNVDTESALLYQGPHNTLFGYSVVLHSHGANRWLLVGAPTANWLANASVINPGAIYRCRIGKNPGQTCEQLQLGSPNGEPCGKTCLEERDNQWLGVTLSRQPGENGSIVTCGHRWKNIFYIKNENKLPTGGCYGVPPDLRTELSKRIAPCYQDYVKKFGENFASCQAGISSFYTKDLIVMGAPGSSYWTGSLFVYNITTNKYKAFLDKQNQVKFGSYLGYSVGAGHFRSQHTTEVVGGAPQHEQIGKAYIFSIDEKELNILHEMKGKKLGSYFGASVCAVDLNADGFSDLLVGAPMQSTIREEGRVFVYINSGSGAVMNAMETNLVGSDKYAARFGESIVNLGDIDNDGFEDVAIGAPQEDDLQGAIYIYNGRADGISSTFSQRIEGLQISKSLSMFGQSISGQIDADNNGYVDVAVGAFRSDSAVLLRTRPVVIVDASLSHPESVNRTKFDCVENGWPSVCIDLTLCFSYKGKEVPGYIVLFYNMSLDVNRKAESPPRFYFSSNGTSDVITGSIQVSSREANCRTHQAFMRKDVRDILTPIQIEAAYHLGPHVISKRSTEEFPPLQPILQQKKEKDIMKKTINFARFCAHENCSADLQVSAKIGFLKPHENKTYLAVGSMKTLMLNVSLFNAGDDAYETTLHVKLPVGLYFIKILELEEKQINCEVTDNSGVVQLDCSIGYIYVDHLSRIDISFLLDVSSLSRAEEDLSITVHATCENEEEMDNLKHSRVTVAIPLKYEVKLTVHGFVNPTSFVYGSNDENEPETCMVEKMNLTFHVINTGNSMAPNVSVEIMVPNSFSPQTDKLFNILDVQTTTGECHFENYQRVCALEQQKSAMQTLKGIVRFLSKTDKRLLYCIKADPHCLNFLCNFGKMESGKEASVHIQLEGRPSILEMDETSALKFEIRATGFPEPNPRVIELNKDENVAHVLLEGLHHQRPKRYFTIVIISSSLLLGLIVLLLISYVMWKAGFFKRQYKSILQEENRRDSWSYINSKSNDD
CIT2-GFP yeast: modulators of TOR pathway CIT2-GFP in S. cerevisiae; 320,000 compounds, 0.065% hits; S. cerevisiae CIT2-GFP strain, flow cytometry, 3 h; 100 means same as DMSO wells; GFP response vs DMSO, % at 10 µM; AID 2029;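 active = GFP response relative to DMSO above a set limit, near the screen mean plus 3 SD, cut at about 150% in these data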;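 also: ratio of well median GFP fluorescence to mean of DMSO wells on the plate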
GLD-1 TGE inh: GLD-1-TGE RNA interaction inhibition (C. elegans) | Q17339 | purified GLD-1 + fluorescein TGE RNA, fluorescence polarization | inhibition, % at 5.96 µM | 320,000 compounds, 0.44% hits | AID 2280;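 active = percent inhibition above a per-plate cutoff, the plate mean of test compounds plus 3 SD, cut at about 30% in these data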;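 also: 0% = DMSO wells with GLD-1 and probe and 100% = wells lacking GLD-1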
CR mimetic SO: caloric restriction mimetics inhibiting age-related superoxide in yeast | S. cerevisiae aged cells, superoxide DHE fluorescence; hits give low values | AID 2690 | 330,000 compounds, 0.18% hits | superoxide response (% of plate mean), % at 10 µM;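 active = superoxide response under a set limit, about three screen SD below normal, cut at about 65% in these data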;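 also: yeast aged for seven days with compound at 30 °C before DHE staining; 100% = average MFI of all compound-treated wells on the plate with controls excluded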
AGP1 TOR yeast: modulators of TOR pathway AGP1-GFP in S. cerevisiae | S. cerevisiae AGP1-GFP multiplex flow cytometry, 3 h; GFP as percent of DMSO wells | GFP response vs DMSO, % at 10 µM | 320,000 compounds, 0.02% hits | AID 2066;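 active = GFP response relative to DMSO above a set limit, near screen average plus 3 SD, cut at about 150% in these data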;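 also: median GFP channel fluorescence of the gated AGP1 strain per well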
GRK2 aptamer HTS: inhibitors of human GRK2 displacing RNA aptamer; bead flow cytometry, FAM-aptamer displacement from GRK2; P25098; inhibition of aptamer binding, % at 10 µM; 330,000 compounds, 0.59% hits; AID 488847;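 active = inhibition of aptamer binding above 40%, roughly 3 SD of noise, on plates passing a quality check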;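 also: median bead fluorescence of bound FAM aptamer so fluorescent compounds give negative values; no value below 0 was filed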
MEX-5 binding: C. elegans MEX-5 TCR-2 RNA binding activity; Q9XUB2; MEX-5/FITC-TCR2 RNA binding, fluorescence polarization; hits give low values; activity score (negative = inhibition of binding), % at 10 µM; 300,000 compounds, 0.38% hits; AID 1832;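 active = inhibition past about -25% in most replicates, and total fluorescence under double the plate's negative control median, limit read from the data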;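 also: 0% = DMSO and -100% = 5 µM competing unlabeled TCR2 RNA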
MCL1-BIM inh: MCL1-BIM-BH3 interaction inhibition (human) | Q07820 | 320,000 compounds, 0.68% hits | inhibition, % at 10.9 µM | AID 2057 | GST-MCL1 / FITC-Bim-BH3 fluorescence polarization;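 active = inhibition above the mean inhibition of all tested compounds plus 3 SD, set per campaign, cut at about 40% in these data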;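 also: 0% = DMSO wells and 100% = unlabeled Bim-BH3 peptide control; higher means more loss of mP so more displacement of Bim peptide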
BCLXL inh: blocks human Bcl-xL binding to Bim BH3 peptide; Q07817; GST-Bcl-xL / FITC-Bim BH3 peptide fluorescence polarization; inhibition, % at 10.9 µM; 320,000 compounds, 0.7% hits;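 active = inhibition above the mean of all tested compounds plus 3 SD, cutoff set per campaign, cut at about 30% in these data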;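 also: 0% = DMSO wells and 100% = unlabeled Bim-BH3 peptide competitor; inhibitors lower millipolarization by displacing the labeled peptide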
* = called active by the depositor; i = inactive; nt = no result given.

molecule	VLA-4 inh	CIT2-GFP yeast	GLD-1 TGE inh	CR mimetic SO	AGP1 TOR yeast	GRK2 aptamer HTS	MEX-5 binding	MCL1-BIM inh	BCLXL inh
Cc1[nH]c(=O)[nH]c(=O)c1NC(=O)c1ccc(OC(C)C)cc1	6	113	-1	100	108	4	-2.6	8	4
COc1ccc(CCNC(=O)COC(=O)CSc2ccc([N+](=O)[O-])cc2)cc1OC	2	107	4	93	104	1	nt	8	5
COc1ccc(-c2noc(CN3CCOCC3)n2)cc1OC	-4	98	-5	96	93	1	-2.0	1	-4
COc1ccccc1-n1c(C)nc2cc(C(=O)NCC3CCCO3)ccc21 (stereo not given)	-15	99	3	98	98	2	-1.1	0	-1
CS(=O)(=O)N1CCN=C1SCc1cccc(F)c1	4	104	-7	75	103	0	-2.1	-1	4
Cc1cc(OCC(O)CN2CCCC2)ccc1C(C)C (stereo not given)	3	102	nt	104	103	0	0.4	nt	nt
O=C1c2ccccc2C(=O)C1(CO)c1ccccc1	-2	93	2	109	101	3	0.2	-1	1
NC(=O)C1CCN(S(=O)(=O)c2cccc(C(=O)O)c2)CC1	-4	95	4	78	96	5	-0.8	-6	4
CCCC[C@@H]1C[C@H]1[C@@H](NC(=O)c1ccco1)c1ccccc1C(F)(F)F	nt	nt	4	nt	nt	nt	-0.3	0	5
Cc1ccc(-n2nc3c(c2NC(=O)CC(C)C)CS(=O)C3)cc1 (stereo not given)	-41	105	4	98	104	0	2.4	-1	-1
COc1ccccc1CCC(=O)OCC(=O)Nc1cc(S(=O)(=O)N2CCOCC2)ccc1C	3	92	2	99	94	1	0.0	-6	2
Cc1ccc(/C(O)=C2/C(=O)C(=O)N(c3ccccn3)C2c2ccc([N+](=O)[O-])cc2)cc1 (stereo not given)	8	94	2	107	95	0	0.2	0	0
CC(C)c1nnc(NC(=O)c2nc(S(=O)(=O)Cc3ccccc3F)ncc2Cl)s1	14	93	-2	102	98	0	-3.8	2	-1
COc1ccccc1CNC(=O)C1CCN(S(=O)(=O)c2ccc3c(c2)OCCCO3)CC1	5	101	-9	98	105	7	2.0	-19	-2
COC(=O)CC1NCCNC1=O (stereo not given)	17	102	-2	120	103	3	2.3	-6	-2
O=C(NC1CCS(=O)(=O)C1)c1cn(-c2ccccc2)nc1-c1ccccc1 (stereo not given)	-8	103	5	90	101	0	0.9	3	5
COc1ccc(C(=O)N2CCNC(=O)C2CC(=O)Nc2cc(Cl)ccc2OC)cc1 (stereo not given)	5	106	-1	110	107	0	2.4	3	3
O=C(O)CC(c1cccc(O)c1)N1Cc2ccccc2C1=O (stereo not given)	10	99	-3	81	102	1	1.0	0	2
Cc1ccc(S(=O)(=O)N(C)C)cc1NC(=O)C1Cc2ccccc2CN1C(=O)c1ccco1 (stereo not given)	-5	103	9	106	95	0	0.4	6	6
O=C(CN1C(=O)c2cccc3cccc(c23)C1=O)NCCN1CCOCC1	4	101	4	101	98	3	-1.0	-1	6

An excerpt from further up, for reference:
molecule	VLA-4 inh	CIT2-GFP yeast	GLD-1 TGE inh	CR mimetic SO	AGP1 TOR yeast	GRK2 aptamer HTS	MEX-5 binding	MCL1-BIM inh	BCLXL inh
Cc1[nH]c(=O)[nH]c(=O)c1NC(=O)c1ccc(OC(C)C)cc1	6	113	-1	100	108	4	-2.6	8	4
COc1ccc(CCNC(=O)COC(=O)CSc2ccc([N+](=O)[O-])cc2)cc1OC	2	107	4	93	104	1	nt	8	5
COc1ccc(-c2noc(CN3CCOCC3)n2)cc1OC	-4	98	-5	96	93	1	-2.0	1	-4
COc1ccccc1-n1c(C)nc2cc(C(=O)NCC3CCCO3)ccc21 (stereo not given)	-15	99	3	98	98	2	-1.1	0	-1

Following part
molecule	VLA-4 inh	CIT2-GFP yeast	GLD-1 TGE inh	CR mimetic SO	AGP1 TOR yeast	GRK2 aptamer HTS	MEX-5 binding	MCL1-BIM inh	BCLXL inh
Cc1nc2ccccn2c1C(=O)NNC(=S)Nc1ccc(Cl)cc1	-2	104	-3	104	100	0	0.4	11	6
Cc1oc(C)c2c(=O)ccc3c(c12)OC(N)=C(C#N)C3c1ccc(F)cc1 (stereo not given)	7	115	5	108	106	4	-4.2	10	17
CCNC(=O)COC(=O)/C=C/c1c(C)nn(Cc2cccc(OC)c2)c1Cl	-4	103	-4	103	99	0	2.9	-5	-6
Cc1ccnc(NS(=O)(=O)c2ccc(NC(=O)c3ccc([N+](=O)[O-])s3)cc2)n1	15	108	0	129	103	3	-5.7	5	0
O=C(NC(=S)Nc1ccccc1)c1cc(-c2ccccc2)nc2ccccc12	7	96	6	105	nt	1	1.3	7	1
Cc1ccccc1NC(=O)c1c(C)nn(-c2ccccc2)c1Cl	0	102	1	89	94	0	0.1	7	8
CC(=O)c1ccccc1NS(=O)(=O)c1ccccc1Cl	-3	101	2	67	106	1	-0.8	-1	0
COc1cccc(N=Cc2ccc(O)cc2O)c1	-1	95	24	117	107	0	-0.7	43*	43*
COc1ccc2sc3c(=O)[nH]c4ccccc4c3c2c1	2	91	0	106	95	1	0.2	8	6
c1ccc2[nH]c(SCc3cscn3)nc2c1	-2	nt	2	100	102	3	2.6	3	-8
Cc1cc(N2CCN(C)CC2)nc2ccc(NC(=O)CCC(=O)NCCC3=CCCCC3)cc12	1	100	8	95	103	0	nt	9	4
CN1C(=S)NC(C)(C)CC1(C)c1ccc(O)cc1O (stereo not given)	14	93	4	111	98	1	-0.6	2	1
Cc1ccc(N2C(N)=C(C#N)C(c3cccnc3)C3=C2CC(C)(C)CC3=O)cc1 (stereo not given)	9	96	1	94	98	3	2.7	3	6
COc1ccc(CN(C)CC(O)COC(c2ccccc2)c2ccccc2)c(OC)c1OC (stereo not given)	-2	99	7	105	105	0	2.9	2	3
Cc1ccc(C(=O)OCc2nnc(-c3ccccc3)o2)s1	6	92	1	114	96	2	0.6	-6	0
Cc1c(N2C(=O)/C(=C\c3cccc4ccccc34)SC2=S)c(=O)n(-c2ccccc2)n1C	-4	100	1	93	103	5	3.1	18	8
COc1ccc(C2=Nc3ccc(Br)cc3C(c3ccccc3)N2CC(=O)NN)cc1 (stereo not given)	4	91	1	102	95	2	1.9	8	4
CCC(CC)NC(=O)CSc1nnc(-c2c[nH]c3ccccc23)o1	-5	103	11	102	109	0	1.3	-5	6
CCOc1cc(C2C(C(=O)N3CCOCC3)=C(C)NC3=C2C(=O)CCC3)ccc1O (stereo not given)	3	99	4	74	96	2	-2.7	-3	0
Cn1c(CNC(=O)C(Cc2ccccc2)NC(=O)c2cccc(F)c2)cc(=O)n(C)c1=O (stereo not given)	4	100	-9	88	94	2	0.4	-4	-3
CCC1CCCCN1CCCNC(=O)CNC(=O)Cn1ccc2ccccc2c1=O (stereo not given)	2	96	-2	102	86	0	-4.1	6	13
CS(=O)(=O)NN1C(=O)c2ccccc2NC1c1cc2ccccc2nc1Cl (stereo not given)	-4	107	1	96	101	2	-1.0	7	6
COc1ccccc1N1CCN(C(=O)c2nn(C)c3c2CS(=O)(=O)c2ccccc2-3)CC1	7	108	3	96	105	1	2.6	5	7
CCN(CC)S(=O)(=O)c1cccc(-c2nnc(SC(C)C(N)=O)n2CCc2ccccc2)c1 (stereo not given)	-1	95	-8	100	97	0	-1.0	0	-3
OC(CNCc1ccccc1C(F)(F)F)C(F)(F)F (stereo not given)	-2	95	3	87	96	1	3.0	3	6
O=C1/C(=C\c2cc(Br)cc(Br)c2O)SC(=S)N1Cc1ccccc1	i	102	-12	103	95	2	-2.3	51*	21
Cc1ccc(C(=O)N(CC(=O)NC2CCCC2)c2ccccc2C)s1	-9	98	-2	97	100	2	0.5	1	9
O=C(Nc1ccccc1)c1cc2c(=O)c3ccccc3oc2nc1C(F)(F)F	-16	nt	10	101	107	0	-0.6	2	6

Structures shown so far that have a CF3 group:
molecule	VLA-4 inh	CIT2-GFP yeast	GLD-1 TGE inh	CR mimetic SO	AGP1 TOR yeast	GRK2 aptamer HTS	MEX-5 binding	MCL1-BIM inh	BCLXL inh
CCCC[C@@H]1C[C@H]1[C@@H](NC(=O)c1ccco1)c1ccccc1C(F)(F)F	nt	nt	4	nt	nt	nt	-0.3	0	5
OC(CNCc1ccccc1C(F)(F)F)C(F)(F)F (stereo not given)	-2	95	3	87	96	1	3.0	3	6
O=C(Nc1ccccc1)c1cc2c(=O)c3ccccc3oc2nc1C(F)(F)F	-16	nt	10	101	107	0	-0.6	2	6

Source: PubChem BioAssay
